SIAH1 antagonists: Siah-1 peptide-binding antagonists, primary screen, biochemical, fluorescence polarization, rhodamine-plectin, uHTS (AID 1817); Siah-1 / rhodamine-plectin peptide fluorescence polarization; higher % means a stronger effect; displacement, % at 20 µM, or IC50 in µM where a hit was titrated; 290,000 compounds, 0.02% hits;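 active = displacement of at least 50% at 20 µM, with a fluorescence ratio check between 0.3 and a set limit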;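 also: plate controls were Siah plus tracer with DMSO for no effect and tracer alone without Siah for full effect; strong numbers were not always called active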
PMI inhibition: MPI inhibition at elevated mannose 6-phosphate – biochemical, fluorescence intensity, high mannose 6-phosphate, primary screen (AID 1220) | recombinant PMI enzyme, coupled fluorescence intensity; higher % means a stronger effect | inhibition, % at 20 µM, or IC50 in µM where a hit was titrated | 190,000 compounds, 0.66% hits
PMI inhibitors: MPI enzyme activity inhibition – biochemical, fluorescence intensity, coupled assay, primary screen (AID 1209); purified PMI enzyme, coupled fluorescence intensity; higher % means a stronger effect; inhibition, % at 20 µM; hits with a dose series show IC50 in µM; 190,000 compounds, 0.42% hits;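 also: plate controls were DMSO vehicle for no effect and wells lacking substrate for full effect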
M1AAP inhibition: malaria alanyl aminopeptidase activity blockers – biochemical, fluorogenic H-Leu-NHMec substrate, 1536-well (AID 1445); inhibition, % at 30 µM, or IC50 in µM where a hit was titrated; recombinant M1AAP, H-Leu-NHMec fluorogenic kinetic assay; higher % means a stronger effect; 220,000 compounds, 0.42% hits;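 active = primary inhibition above the hit cutoff, then over 50% inhibition at one or more dose response concentrations, cut at about 23% in these data, passing the limit was not always enough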;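 also: plate controls were DMSO full reaction for no effect and no enzyme background for full effect; strong numbers were not always called active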
M17LAP inhibition: P. falciparum M17LAP inhibitors, primary screen, biochemical, fluorogenic H-Leu-NHMec substrate, 1536-well (AID 1619); inhibition, % at 30 µM; hits with a dose series show IC50 in µM; 220,000 compounds, 0.38% hits; recombinant M17LAP, H-Leu-NHMec fluorogenic kinetic assay; higher % means a stronger effect;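 active = compound inhibiting the enzyme by more than half at any dose during confirmatory dose-response retesting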;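 also: plate controls were full reaction with DMSO carrier for no effect and no enzyme background for full effect; strong numbers were not always called active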
XIAP displacement: small molecules displacing peptide from XIAP – biochemical, IAP family, fluorescence polarization (AID 1018); 200,000 compounds, 0.007% hits; XIAP BIR domain, fluorescence polarization peptide displacement; higher % means a stronger effect; displacement, % at 20 µM, or IC50 in µM where a hit was titrated; in the data active = displacement above about 50%; also: a part of the inactive calls stands beside numbers as strong as those of hits
Dynein transport: dynein cargo transport inhibition | z-score, hits read low | 3617.4 mouse cells, GR-EGFP nuclear translocation imaging; test concentration mostly 20 µM; stimulated with dexamethasone, 1 µM; active compounds read low | 220,000 compounds, 0.47% hits | AID 1381;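 active = plate z-score of nuclear minus cytoplasmic receptor signal below a set negative limit, without overly bright fluorescence or cell loss, cut at about -3.5 in these data, passing the limit was not always enough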;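 also: z-score of nuclear minus cytoplasmic ring GR-EGFP intensity difference per well; some compounds called inactive have numbers as strong as hits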
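Medium: Induction medium lacking tetracycline, stripped serum | Probe or stimulus: 1.0 µM final dexamethasone stimulus | Schedule: 48 h induction, then 1 h compound, then 30 min agonist, 37 °C | Signal: Automated 10x imaging of fixed Hoechst-stained cells | Evaluation: Per-cell GR-EGFP intensity, nucleus versus surrounding cytoplasmic ring, well-averaged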
AID2073: inhibitors of Mint1-CaV2.2 protein interaction, biochemical, HTRF (AID 2073); inhibition, % at 20 µM, or IC50 in µM where a hit was titrated; HTRF protein-protein interaction, Mint1-CaV2.2; higher % means a stronger effect; 290,000 compounds, 0.19% hits; in the data active = inhibition mostly above about 51%, no sharp cut-off; also: some results filed as inactive read as strong as hits
LYP phosphatase: inhibitors of LYP phosphatase, biochemical, fluorescence intensity, uHTS (AID 1779). recombinant LYP phosphatase, fluorescence intensity; higher % means a stronger effect. inhibition, % at 11.5 µM; hits with a dose series show IC50 in µM. 290,000 compounds, 0.054% hits;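 also: plate controls were vehicle with enzyme for no effect and no enzyme for full effect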
Dynein transport cytoplasmic EGFP: further read-out of Dynein transport, marked with its call; z-score; measured here: cytoplasmic GR-EGFP intensity; active compounds read high
Dynein transport nuclear GR-EGFP: also measured in Dynein transport; calls as there; z-score; measured here: nuclear GR-EGFP intensity;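 lower value marks the stronger effect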
Dynein transport cell count: further read-out of Dynein transport, marked with its call; z-score; measured here: cell count per field
Active calls of the source: *; . = no result given. Rule as the data show it, unless noted: active = inhibition above about 50%; inactive = the rest.

SMILES	SIAH1 antagonists	PMI inhibition	PMI inhibitors	M1AAP inhibition	M17LAP inhibition	XIAP displacement	Dynein transport	Dynein transport cytoplasmic EGFP	Dynein transport nuclear GR-EGFP	Dynein transport cell count	AID2073	LYP phosphatase
CC1CCN(c2c(NCc3ccc(C(=O)N4CCc5ccccc54)cc3)c(=O)c2=O)CC1	-1.4%	-14.1%	-7.6%	1.7%	-2.4%	-2.4%	-1.07	-0.221	-0.514	0.367	15.4%	-4.0%
O=C(Nc1ccccc1C(=O)N/N=C/c1ccncc1)c1ccccc1	-6.8%	-4.6%	-4.8%	5.3%	2.6%	2.1%	-0.337	-0.273	-0.207	0.467	-14.3%	-9.2%
Cc1ccc(C)c(N(CC(=O)N(C)C)S(C)(=O)=O)c1	-2.7%	3.3%	-4.4%	-0.8%	4.6%	-2.7%	2.02	-0.157	0.767	-1.67	-4.1%	-1.6%
C=CCn1c(NCCOC)nc2c1c(=O)n(C)c(=O)n2C	-2.1%	-3.9%	-2.8%	1.8%	-12.5%	1.0%	-1.18	-0.336	-0.531	-0.148	-4.3%	-0.7%
CC(C)(C)NC(=O)C(c1ccncc1)N(C(=O)Cn1nnc(-c2ccc(F)cc2)n1)c1ccccc1F (stereo unspecified)	2.5%	1.9%	-2.1%	0.7%	5.4%	.	-0.339	-0.18	0.00249	-1.2	2.8%	-10.4%
COc1ccccc1C/C(N)=N/OC(=O)c1cccc([N+](=O)[O-])c1	-2.7%	10.0%	14.2%	19.4%	2.6%	-0.4%	0.161	-0.176	-0.102	-0.611	-0.9%	-2.1%
CC(=O)OCCN(C)c1cc(SC(C)C)c2nonc2c1[N+](=O)[O-]	-3.9%	24.4%	4.5%	0.7%	-5.9%	-0.7%	-4.67*	1.26*	-2.7*	0.313*	-8.0%	-2.9%
Cc1[nH]c2ccccc2c1/C=C(\C#N)C(=O)NC(C)c1ccccc1 (stereo unspecified)	1.6%	9.2%	15.7%	39.8%	-33.3%	-2.0%	-0.101	-0.204	-0.338	0.214	5.0%	-4.6%
CCC(C)NC(=O)Cc1ccc(-c2ccccc2)cc1 (stereo unspecified)	-2.4%	-18.8%	-22.4%	4.8%	12.8%	-8.0%	-0.246	-0.37	0.0236	0.333	13.9%	-6.8%
CCOC(=O)C1=c2s/c(=C\c3ccncc3)c(=O)n2C(N)=C(C(=O)OC)C1c1ccncc1 (stereo unspecified)	19.6%	-7.7%	-13.1%	-0.9%	18.9%	-6.3%	-0.579	-0.184	-0.326	0.546	20.0%	-8.5%
O=C(NCC1CCCO1)c1cc(-c2ccc(Cl)cc2Cl)on1 (stereo unspecified)	-3.8%	12.8%	-5.8%	0.6%	9.1%	-5.6%	0.0829	-0.154	-0.577	0.204	3.5%	-6.9%
O=Cc1cn(Cc2ccccc2)nc1-c1cccnc1	0.0%	8.0%	3.2%	3.3%	36.8%	-5.4%	-0.988	-0.215	-0.566	0.721	0.3%	-0.9%
O=C(CSc1nnc(Nc2ccccc2)s1)NCc1cccs1	-1.9%	1.3%	0.6%	4.1%	-1.7%	-4.6%	0.506	-0.239	0.0666	-0.469	2.5%	2.9%
COC(=O)COc1ccc(S(=O)(=O)Nc2ccccc2SC)cc1	22.7%	-11.0%	-9.6%	-6.0%	3.8%	2.9%	-0.709	-0.0652	-0.498	0.569	8.1%	-4.2%
CCOC(=O)Nc1cc(=O)c2ccccc2o1	3.5%	1.4%	0.5%	-0.3%	-1.0%	10.8%	0.0917	-0.429	-0.283	1.08	2.2%	-4.3%
C/C(=N/O)c1ccc(N2C(=O)C3C4C=CC(C3C2=O)C2C3C(=O)N(c5ccc(/C(C)=N/O)cc5)C(=O)C3C42)cc1 (stereo unspecified)	-0.8%	-5.2%	0.4%	13.8%	19.9%	-5.0%	0.682	-0.0795	0.849	-0.566	29.6%	-7.4%
CCOC(=O)c1nnn(-c2nonc2-n2cccc2)c1CCl	-5.8%	1.6%	5.6%	-1.4%	7.4%	-7.8%	-1.22	2.49	-0.248	-0.304	-11.5%	-3.6%
O=C(CSc1ncnc2scc(-c3ccccc3)c12)N1CCN(Cc2ccc3c(c2)OCO3)CC1	-3.8%	13.0%	13.1%	1.7%	-9.3%	-9.4%	0.0982	-0.0964	0.201	0.494	8.0%	6.7%
Cc1ccc2nsnc2c1S(=O)(=O)NCc1ccncc1	-3.5%	-11.6%	-9.9%	-4.3%	1.5%	-29.3%	0.0922	-0.255	-0.151	0.933	1.5%	5.7%
CCN(c1ccccc1)S(=O)(=O)c1ccc(Cl)c(NC(=O)COC(=O)C2CC2C)c1 (stereo unspecified)	4.8%	6.5%	5.8%	6.8%	-3.4%	-1.4%	0.945	-0.264	0.117	-1.4	9.4%	0.8%
COC(=O)CCC/C=C1/SCC(NC(=O)c2ccccc2)C1O (stereo unspecified)	3.8%	5.8%	16.1%	7.6%	24.9%	-4.8%	-0.266	-0.231	-0.12	1.02	15.6%	-3.6%
CSc1nc(=O)n2cc(C)ccc2n1	-2.2%	-2.9%	-5.3%	5.8%	13.2%	-6.4%	0.203	-0.255	0.117	-0.781	24.1%	-9.2%
COC(=O)C1=C(C)N(c2cccc(C(C)=O)c2)C(=O)C1	2.9%	-16.9%	-5.8%	2.5%	7.7%	-2.7%	-0.614	-0.0225	-0.631	0.926	10.0%	0.7%
O=[N+]([O-])c1ccc(-c2nn(-c3ccccc3)cc2/C=N/n2c(-c3cccs3)n[nH]c2=S)cc1	11.7%	.	.	6.8%	7.6%	.	0.696	-0.274	0.759	0.0302	31.9%	-2.3%
C=CCSc1cc(C)nc2c(-c3ccccc3)c(C)nn12	-4.6%	.	.	3.0%	2.6%	.	0.0413	-0.263	-0.0878	0.326	3.3%	-3.1%

Copied from the list:
AID2073 with COC(=O)CCC/C=C1/SCC(NC(=O)c2ccccc2)C1O (stereo unspecified) = 15.6%
PMI inhibition with O=C(CSc1ncnc2scc(-c3ccccc3)c12)N1CCN(Cc2ccc3c(c2)OCO3)CC1 = 13.0%

The list continues:
SMILES	SIAH1 antagonists	PMI inhibition	PMI inhibitors	M1AAP inhibition	M17LAP inhibition	XIAP displacement	Dynein transport	Dynein transport cytoplasmic EGFP	Dynein transport nuclear GR-EGFP	Dynein transport cell count	AID2073	LYP phosphatase
C/C(=N\NC(=O)c1cccc(S(=O)(=O)Nc2cccc(Cl)c2)c1)c1cccs1	3.8%	12.7%	12.7%	2.5%	-2.7%	-2.0%	-0.114	-0.0568	-0.174	0.0563	35.6%	6.8%
Cc1cccc(NC(=O)c2nc[nH]c2C(=O)N[C@@H](C)C(=O)OC(C)(C)C)c1	2.5%	.	.	-15.3%	-10.4%	.	0.239	-0.645	0.246	-0.0492	4.2%	-3.2%
O=c1cc(-c2ccccc2Cl)oc2c(NS(=O)(=O)c3cccc4nsnc34)ccc(O)c12	14.1%	.	.	10.5%	5.8%	.	-0.213	-0.816	-0.0132	0.416	2.4%	-2.7%
Cc1ccnc2c(N3C(=O)C4C5C=CC(C5)C4(C)C3=O)cccc12 (stereo unspecified)	2.8%	17.1%	24.4%	-1.1%	2.9%	-11.6%	-0.845	-0.228	-0.276	0.173	-1.8%	-2.4%
COc1ccc(N2CCN(Cc3nc(N)nc(Nc4ccccc4OC)n3)CC2)cc1	-3.1%	23.0%	15.4%	-9.2%	11.3%	-1.8%	-0.727	-0.116	0.0047	0.313	-14.0%	-4.6%
CCOc1ccc(NC(=S)NCc2cccnc2)cc1	18.9%	.	.	0.2%	-7.1%	.	0.211	-0.265	-0.037	0.658	1.4%	-7.2%
COc1ccccc1NC(=O)N1CCN(Cc2ccc3c(c2)OCO3)CC1	3.4%	.	.	-3.4%	-1.5%	.	0.642	-0.241	0.207	-0.472	0.3%	-2.8%
Cc1cc2ncn(CC3CC3(Cl)Cl)c2cc1C (stereo unspecified)	-0.8%	2.1%	5.0%	-5.7%	67.9%	-1.5%	-0.0603	-0.268	0.517	0.288	4.5%	-2.1%
Cc1cc(NC(=O)c2ccc(S(=O)(=O)N(C)C)cc2)n(-c2ccccn2)n1	-4.2%	7.3%	12.5%	-0.9%	-5.8%	-5.8%	-0.779	-0.337	-0.309	0.3	0.5%	-2.7%
O=C(Nc1ccc2[nH]c(=O)[nH]c2c1)C(F)(F)F	0.0%	-1.6%	-7.0%	5.0%	3.1%	-3.0%	-1.49	-0.0512	-1.04	1.47	0.6%	-0.8%
Cn1nc(-c2ccc(Cl)cc2)c2cc(C(=O)N3CCN(C(=O)c4ccco4)CC3)sc21	-0.3%	-3.5%	0.3%	2.6%	3.2%	-26.6%	-0.246	-0.0706	0.0897	-0.77	11.8%	1.0%
Cc1cccc(NC(=O)CSc2nnc(CCC(=O)Nc3ccc(C)c(Cl)c3)n2C)c1	4.2%	4.7%	8.4%	4.7%	6.0%	-1.7%	-0.256	-0.234	-0.305	2.18	1.2%	-2.6%
C/C(=N\NC=O)c1ccncc1	-6.0%	-2.2%	-13.5%	6.2%	1.2%	-8.1%	-1.02	-0.323	-0.436	0.691	0.0%	-4.8%
O=C(C[n+]1ccc(-c2nnc3n2CCC3)cc1)c1ccc(Cl)cc1	-4.7%	-17.0%	-16.4%	1.9%	7.0%	-2.1%	-0.565	-0.254	-0.295	1.23	-8.1%	-2.5%
COC(=O)c1cc(OC)nc(OC)c1	-4.0%	.	.	-0.4%	5.3%	.	0.3	-0.237	0.229	0.371	0.7%	-12.3%
COc1ccc(S(=O)(=O)Nc2ccccc2)cc1OC	2.2%	-7.7%	-8.3%	0.4%	-3.5%	-1.1%	0.71	0.214	-0.154	-2.34	13.9%	3.4%
Cn1cnnc1SCCNS(=O)(=O)c1ccccc1	-2.3%	14.2%	12.9%	0.9%	5.0%	-8.4%	-0.56	-0.13	-0.078	0.466	9.4%	-4.3%
O=c1[nH]c(SCc2ccccc2)nc2[nH]ncc12	-2.3%	-7.2%	-8.6%	18.1%	8.2%	-5.0%	0.033	-0.325	0.194	0.0475	6.0%	-9.3%
COn1c(=S)[nH]c2ccccc2c1=O	0.4%	0.2%	0.3%	-2.9%	36.0%	-2.0%	-0.32	0.131	-0.717	0.287	-30.3%	-7.5%

Rows were taken by chance (roughly 2.1% active in at least one column).
